Rev-erbA mod: modulators of Rev-erb alpha DNA binding, primary screen, biochemical, FITC-DNA, fluorescence polarization, uHTS; 370,000 tested, 0.79% active; Nuclear receptor subfamily 1 group D member 1 (Homo sapiens), P20393; activity, % at 10 µM; AID 1259318, 2017; Rev-erbα–FITC-DNA binding, 90 min;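 active means activity above about 14%, limit read from the data; passing the limit was not always enough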;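 further: 0% = DMSO wells with 35 nM protein and 100% = DMSO wells with 750 nM protein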
Tn7 DDE FP: inhibitors of Tn7 peptide binding to fibrin DD(E), primary screen, biochemical, fluorescence polarization, human fibrin, Tn7 probe. Fibrinogen beta chain (Homo sapiens), P02675. FP displacement of FITC-Tn7 peptide from fibrin DD(E); 0% = median of compound wells per plate. inhibition, % at 8.3 µM. 370,000 tested, 0.13% active;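 active means inhibition above the mean of compounds falling within the control limits plus 3 SD of them, cut at about 14% in these data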;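 further: 0% = plate median of compound wells and 100% = 10 µM Aha-Tn7 peptide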
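Test system: human clot-derived fibrin DD(E) complex / Quantity: 2 µM final DD(E) protein / Incubation: 10 min plus 3 h, room temperature / Measured by: fluorescence polarization / Benchmarks: high control of 10 µM Aha-Tn7 peptide / Replicates: singlicate testing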
PLCb3 inh: human PLC-beta3 inhibitors, primary screen, biochemical, fluorescence. 1-phosphatidylinositol 4,5-bisphosphate phosphodiesterase beta-3 (Homo sapiens), Q01970. 370,000 tested, 0.18% active. Purified PLC-beta3, fluorogenic substrate. AID 720704, 2013. inhibition, % at 12.2 µM; in the data active means inhibition above about 11%;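 further: 0% = median of compound wells on plate and 100% = full blocker control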
Target sequence (Q01970 whole entry, looked up): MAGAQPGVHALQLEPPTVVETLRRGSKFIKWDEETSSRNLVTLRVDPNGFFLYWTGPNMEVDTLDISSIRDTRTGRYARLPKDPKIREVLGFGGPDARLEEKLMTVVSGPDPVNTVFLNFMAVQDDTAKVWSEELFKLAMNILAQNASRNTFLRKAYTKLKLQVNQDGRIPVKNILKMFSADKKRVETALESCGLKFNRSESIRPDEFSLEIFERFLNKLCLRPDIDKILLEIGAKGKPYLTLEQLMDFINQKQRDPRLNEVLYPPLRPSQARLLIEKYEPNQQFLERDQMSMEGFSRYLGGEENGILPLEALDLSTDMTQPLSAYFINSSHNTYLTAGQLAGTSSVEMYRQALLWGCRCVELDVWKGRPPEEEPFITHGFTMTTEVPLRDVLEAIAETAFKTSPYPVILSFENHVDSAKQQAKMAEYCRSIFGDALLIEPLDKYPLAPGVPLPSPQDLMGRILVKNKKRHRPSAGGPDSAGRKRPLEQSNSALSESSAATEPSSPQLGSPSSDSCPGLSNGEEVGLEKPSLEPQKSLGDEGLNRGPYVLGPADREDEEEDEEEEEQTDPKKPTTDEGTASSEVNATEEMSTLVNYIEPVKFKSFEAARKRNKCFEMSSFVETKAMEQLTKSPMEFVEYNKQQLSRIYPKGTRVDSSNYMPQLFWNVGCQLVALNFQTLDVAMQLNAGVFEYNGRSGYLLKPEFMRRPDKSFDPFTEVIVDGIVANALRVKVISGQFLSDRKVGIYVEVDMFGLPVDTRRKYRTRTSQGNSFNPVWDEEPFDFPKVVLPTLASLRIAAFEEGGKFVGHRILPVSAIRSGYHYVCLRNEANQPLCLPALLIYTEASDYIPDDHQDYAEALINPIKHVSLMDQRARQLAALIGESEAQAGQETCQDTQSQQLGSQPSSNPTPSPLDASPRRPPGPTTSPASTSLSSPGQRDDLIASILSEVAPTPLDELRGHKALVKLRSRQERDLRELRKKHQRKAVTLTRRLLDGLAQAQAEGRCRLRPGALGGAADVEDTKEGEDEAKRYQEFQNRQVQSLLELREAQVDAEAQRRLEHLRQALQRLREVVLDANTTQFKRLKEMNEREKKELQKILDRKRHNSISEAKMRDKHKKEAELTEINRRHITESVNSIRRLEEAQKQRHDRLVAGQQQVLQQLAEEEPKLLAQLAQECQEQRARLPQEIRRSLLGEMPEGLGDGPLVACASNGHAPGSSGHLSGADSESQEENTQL
Tn6 DDE FP: inhibitors of Tn6 peptide binding to fibrin DD(E), primary screen, biochemical, fluorescence polarization, human fibrin, Tn6 probe. Fibrin DD(E) TRITC-Tn6 fluorescence polarization displacement. inhibition, % at 8.3 µM. 370,000 tested, 0.21% active. AID 720509, 2013;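 active means inhibition above a per-campaign cutoff: mean of compounds within control limits plus 3 SD, cut at about 15% in these data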;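 further: 0% = median of all compound wells on the plate and 100% = blocking peptide control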
ARFGAP1 inh: inhibitors of rat ARFGAP1 GAP activity, primary screen, biochemical, fluorescence polarization, GDP tracer; ADP-ribosylation factor GTPase-activating protein 1 (Rattus norvegicus), Q62848; Arfgap1-stimulated ARF1 GTP hydrolysis, GDP FP detection; inhibition, % at 16.5 µM; 360,000 tested, 0.26% active; AID 651572, 2012;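 active means inhibition above a per-plate limit, mean inhibition of low control wells plus 3 SD, cut at about 25% in these data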;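 further: 0% = DMSO wells with enzyme and 100% = wells lacking Arfgap1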
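Material – truncated rat Arfgap1 GAP domain · Buffer or medium – HEPES-based buffer, pH 7.5 · Reagent – human ARF1(Δ1-17)-GTP substrate · Dosing – 16.5 µM single point, 1.26% DMSO · Schedule – GTP hydrolysis reaction 2 h at 25 °C · Technique – GDP detection by fluorescence polarization · Benchmarks – No-Arfgap1 wells (100%) versus DMSO full-reaction wells (0%) · Repeats – single replicate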
KLK7 zymogen act: proKLK7 zymogen activators, primary screen, biochemical, fluorescence intensity; purified proKLK7, EDANS-DABCYL substrate fluorescence; 100% is mature enzyme control, 0% vehicle; 370,000 tested, 0.9% active; activation, % at 7 µM; AID 652039, 2013;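 active means activation above the mean of all tested compounds plus 3 SD, computed per campaign excluding outliers beyond control limits, cut at about 13% in these data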
ASAP1 inh: inhibitors of human ASAP1 ArfGAP activity, primary screen, biochemical, fluorescence polarization | Arf-GAP with SH3 domain, ANK repeat and PH domain-containing protein 1 (Homo sapiens), … | 360,000 tested, 0.19% active | ASAP1-stimulated ARF1 GTP hydrolysis, GDP FP detection | AID 624377, 2012 | inhibition, % at 16.5 µM; in the data active means inhibition above about 25%;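 further: 0% = vehicle with enzyme and substrate and 100% = no enzyme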
UHRF1 MBD2 ctr: UHRF1 methylated DNA binding inhibitors, primary screen, counter-screen for MBD2 inhibitor project, biochemical, TR-FRET, human UHRF1, single concentration; UHRF1 binding to methylated oligo; inhibition, % at 4.4 µM; 370,000 tested, 0.75% active; AID 687016, 2013; in the data active means inhibition above about 21%;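 further: UHRF1 SRA domain binding a hemimethylated CpG hairpin DNA probe; 0% = median of test compound wells and 100% = reference inhibitor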
PLCg1 inh: PLC-gamma1 enzyme inhibitors, primary screen, biochemical, fluorescence, purified enzyme. 1-phosphatidylinositol 4,5-bisphosphate phosphodiesterase gamma-1 (Homo sapiens), P19174. fluorogenic substrate. AID 720700, 2013. inhibition, % at 12.2 µM. 370,000 tested, 0.84% active; in the data active means inhibition above about 9.5%
sPLA2-III inh: human group III sPLA2 inhibitors, primary screen, biochemical, QFRET, BODIPY PC-A2 liposome substrate; inhibition, % at 12.2 µM; 370,000 tested, 0.56% active; QFRET BODIPY PC-A2 liposome hydrolysis, fluorescence;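 active means inhibition above mean plus 3 SD of compounds lying within the high and low control bounds, cut at about 19% in these data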;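 further: 0% = median of test compound wells and 100% = no enzyme DMSO wells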
The depositor's hits bear a star; . = not tested or not shown.

SMILES	Rev-erbA mod	Tn7 DDE FP	PLCb3 inh	Tn6 DDE FP	ARFGAP1 inh	KLK7 zymogen act	ASAP1 inh	UHRF1 MBD2 ctr	PLCg1 inh	sPLA2-III inh
CCOC(=O)C1CCN(S(=O)(=O)c2ccc3c(ccn3C)c2)CC1	-7	-1	-4	-3	1	-0.6	3	-3	2	-9
CS(=O)(=O)N(CC(=O)Nc1ccccc1C(=O)N1CCCC1)c1cccc([N+](=O)[O-])c1	3	-3	3	3	10	-0.1	4	1	1	1
CC1CCCN(S(=O)(=O)c2ccc(C(=O)Nc3ccccc3-c3nc4ccccc4[nH]3)cc2)C1 (stereo not given)	39*	13	0	6	-4	-1.3	2	0	0	13
O=C(Nc1cc(Cl)ccc1Oc1ccccc1)c1ccccc1F	7	-9	8	7	13	-0.4	5	1	5	0
COc1ccccc1C1=NN(C2=NN=C(N)Cc3ncnn32)C(O)(C(F)(F)F)C1 (stereo not given)	.	7	-144	-5	0	3.4	-1	-1	-97	-25
CCN1CCC(NC(=O)Nc2ccc(F)cc2)CC1	-1	-1	2	5	-6	0.6	-13	-1	0	3
COc1ccc(C2CC(=O)C3=C(C2)Nc2ncnn2C3c2ccccc2C)c(OC)c1 (stereo not given)	7	-1	1	-10	14	-0.7	5	1	0	-7
CCOC(=O)C1=C(COC(=O)c2cc(OC)c(OC)c(OC)c2)NC(=O)NC1C (stereo not given)	-5	3	-9	-2	-6	-0.1	-2	2	-2	16
Cn1c(=O)oc2cc(S(=O)(=O)N3CCC(C(=O)N4CCN(c5ccccc5)CC4)CC3)ccc21	-2	-3	3	8	-6	-0.1	17	0	4	-3
Nc1ncnc2c1ncn2[C@@H]1O[C@H](CNC(=O)[C@H]2CCC(=O)N2)[C@@H](O)[C@H]1O	9	-1	0	-1	-3	0.4	-8	0	-2	13
CCOC(=O)C(C)C1(O)c2ccccc2-c2ncccc21 (stereo not given)	4	11	-22	-6	-7	-0.3	-13	6	12*	9
COc1cc(C(C)=O)ccc1Oc1ncnc2c1cnn2-c1ccc(F)cc1	25*	1	0	2	-1	-0.1	1	3	0	11
CCCCN(CCCC)S(=O)(=O)c1ccc(NC(=O)c2cccs2)cc1	3	-3	1	-15	1	0.5	-10	4	1	-18
CCN(C(=O)COC(=O)c1cc(-c2ccccc2)nn1-c1ccccc1)C1CCS(=O)(=O)C1 (stereo not given)	-6	0	-13	2	10	0.0	-7	1	1	1
c1ccc(COCCc2cn(Cc3ccccc3)c3ccccc23)cc1	-4	-1	-3	-8	0	0.3	8	1	0	-12
COc1ccccc1OCCC(=O)OCC(=O)Nc1ccc(S(=O)(=O)N2CCOCC2)cc1	0	-1	4	0	13	0.4	-6	1	2	-5
N#Cc1ccccc1OCC(=O)OCC(=O)NC1CCCCCC1	1	-4	-5	5	2	-0.1	2	10	-1	7
OCCN(Cc1ccccc1)C(=S)NC1CCCCC1	-3	-4	3	5	-2	0.0	12	2	8	7
CCN(CCCNC(=O)C1CCC(=O)N1Cc1ccccc1Cl)c1cccc(C)c1 (stereo not given)	-4	-5	4	-1	2	0.0	0	1	0	3
CC(=O)N1CCc2cc(Br)cc(S(=O)(=O)NCc3ccccn3)c21	-4	0	3	1	-4	-0.6	6	0	2	5
CCn1c(SCC(=O)Nc2cccc(C)c2)nc2nc3c(cc2c1=O)COC(C)(C)C3	2	8	-7	1	0	0.7	-3	2	2	1
COc1cccc(CC2(CO)CCN(CC3=CC[C@H]4C[C@@H]3C4(C)C)CC2)c1	-3	-1	-3	2	-9	-0.3	-1	0	5	-10
O=C1CC2c3ccccc3C1C1C(=O)N(CCO)C(=O)C21 (stereo not given)	3	1	-3	-3	6	-0.2	3	3	-1	10
O=C(O)C1CCCCN1C(=O)c1cc2c(s1)CCCCC2 (stereo not given)	0	-4	2	-3	15	0.4	-5	-2	0	3

A different layout for three compounds above:
Structure | Rev-erbA mod | Tn7 DDE FP | PLCb3 inh | Tn6 DDE FP | ARFGAP1 inh | KLK7 zymogen act | ASAP1 inh | UHRF1 MBD2 ctr | PLCg1 inh | sPLA2-III inh
COc1ccccc1OCCC(=O)OCC(=O)Nc1ccc(S(=O)(=O)N2CCOCC2)cc1 | 0 | -1 | 4 | 0 | 13 | 0.4 | -6 | 1 | 2 | -5
CCCCN(CCCC)S(=O)(=O)c1ccc(NC(=O)c2cccs2)cc1 | 3 | -3 | 1 | -15 | 1 | 0.5 | -10 | 4 | 1 | -18
c1ccc(COCCc2cn(Cc3ccccc3)c3ccccc23)cc1 | -4 | -1 | -3 | -8 | 0 | 0.3 | 8 | 1 | 0 | -12

The list goes on.
SMILES	Rev-erbA mod	Tn7 DDE FP	PLCb3 inh	Tn6 DDE FP	ARFGAP1 inh	KLK7 zymogen act	ASAP1 inh	UHRF1 MBD2 ctr	PLCg1 inh	sPLA2-III inh
Cn1nc(C(F)(F)F)c(CN2CC(C)(C)C2=O)c1N1CCOCC1	2	-2	-2	4	-5	0.2	-7	1	0	6
Cc1ccc(NC(=O)Nc2ccccc2C#N)c(Cl)c1	-2	-4	-5	-4	-3	-0.7	1	3	-18	-1
Cc1cc(NC(=O)Nc2ccccc2[N+](=O)[O-])n(C)n1	-2	-8	-1	-6	1	0.0	2	-4	4	6
Cc1cccc(NC(=O)c2cccc(NC(=O)c3ccco3)c2)c1C	2	4	0	-5	-4	1.0	1	0	2	3
COc1ccc(-c2cc(C(=O)Nc3cc(Cl)ccc3OC)no2)cc1	-3	-4	4	1	-3	0.1	-5	0	1	4
Nc1ccccc1C(=O)NCC1(c2ccccc2)CCCC1	7	1	-75	-2	-4	1.0	2	4	-58	14
O=C(Cn1c(=O)[nH]c2ccccc2c1=O)N1CCN(Cc2ccc3c(c2)OCO3)CC1	-1	-2	-6	-3	10	-0.5	7	1	2	2
CSC[C@H]1CN(Cc2ccccc2)C(=O)[C@@H]1CC(=O)Nc1ccccc1	3	-5	0	-1	2	-0.6	18	2	3	6
C=CCOC(=O)C1=C[C@H](C2CCCCC2)[C@@H](CCCO)[C@H](OCC)O1	1	-4	3	-10	-4	0.2	3	-2	2	-7
O=C(CC1C(=O)NCCN1Cc1cccc(C(F)(F)F)c1)NCCc1cnccn1 (stereo not given)	-4	-4	-24	-3	5	-0.4	5	3	-6	5
Cc1cc(C)nc(NC(=O)CSc2ccccn2)n1	-2	3	1	-9	5	0.5	-2	5	-1	8
CC1CCCCC12NC(=O)N(CC(=O)NCC(=O)Nc1ccc(F)c(F)c1F)C2=O (stereo not given)	-1	0	-1	0	-10	-0.1	0	1	2	10
O=C1CC(Sc2ncccn2)C(=O)N1c1ccccc1 (stereo not given)	4	1	5	-3	6	0.0	14	3	2	9
CCNC(=S)NNC(=O)c1cc(C2CC2)nc2ccccc12	-1	0	-17	-1	7	0.3	1	-3	-9	7
COc1ccc(-c2cccc(C(=O)Nc3ccc(C)cc3)c2)cc1	2	5	2	8	7	0.5	-6	2	-2	3
COc1ccccc1NC(=O)CC(=O)CSc1nnc(-c2ccc(C)cc2)n1-c1ccccc1	-5	-3	0	7	7	0.1	6	0	1	-4
COc1ccc(CNC(=O)NC2CCCCC2)cc1	-1	1	3	-6	-13	0.1	-8	5	0	-1
Cc1ccc(S(=O)(=O)Nc2ccc(NC(=O)c3cccs3)cc2)cc1	1	-2	-6	3	6	0.7	25*	0	-1	-30
Cc1cccc(OCCCC(=O)Nc2ccc(S(N)(=O)=O)cc2)c1C	7	-4	2	6	2	0.1	6	-6	-2	-10
CN1C(=O)NC(c2ccc(O)cc2)C2=C1CN(c1ccccc1)C2=O (stereo not given)	-2	-3	-22	-3	-7	0.4	5	0	-11	-2
Cc1cc(S(=O)(=O)N2CCCc3ccccc32)ccc1-n1cnnn1	1	4	-10	-5	12	-0.1	-8	4	1	0
C/C(=N/NC(=O)c1ccc(Cn2cccn2)o1)c1cccc(NC(=O)c2ccncc2)c1	-2	-6	-8	-2	8	0.7	-4	0	-6	-2
O=C(Nc1ccc(Cl)cc1)N1CC=CCC1	0	3	0	-2	4	-0.1	10	1	3	11
O=C(Nc1cccc2ccccc12)N1CCOCC1	4	0	-198	6	-10	-27	-9	-2	-132	6
O=S(=O)(c1ccccc1F)N(Cc1ccco1)Cc1nnc(-c2ccccc2Br)o1	-1	-1	-3	-5	4	0.0	-6	18	-1	-16
CCc1cc(CNC(=O)c2ccc(OC)c(OC3CCN(C(C)C)CC3)c2)on1	-3	-8	-2	5	5	0.1	4	-3	-2	-3
CC1=C(C(=O)Nc2ccccc2)C(c2ccco2)NC(=S)N1 (stereo not given)	3	-1	0	0	3	-0.3	3	3	0	6
O=C(NC(Cc1c[nH]c2ccccc12)C(=O)O)c1ccc2c(c1)OCO2 (stereo not given)	8	6	-8	1	-11	0.2	-6	1	-4	-18
COc1ccccc1NC(=O)Nc1nc(C(N)Cc2ccc(Cl)cc2)cs1 (stereo not given)	10	3	4	3	16	-0.7	13	-1	2	7
COC(=O)c1ccc(CSc2n[nH]c(C)n2)o1	-4	-3	-1	1	-6	0.5	6	-3	3	-2
COc1ccc2nc(SCC(=O)NCc3ccc(OC)c(OC)c3)[nH]c2c1	-1	6	-7	0	-11	-0.1	-4	2	1	8
CCCCc1nnc(NC(=O)CCS(=O)(=O)c2ccc(C)cc2)s1	-6	-2	2	1	1	0.6	2	0	-5	-5
COc1cccc(NC(=O)COC(=O)CCS(=O)(=O)c2ccc(C)cc2)c1	4	8	-7	5	-8	-0.2	4	1	-3	0
CC(C)(C)OC(=O)NCCc1nnc(SCc2ccccc2)o1	-1	4	-9	3	-1	0.3	-4	2	-6	0
Cc1sc2c(c1C)c(=O)n(-c1ccccc1)c1nnc(C)n21	4	1	0	-7	-2	-0.8	15	2	1	8
COC(=O)c1ccc(C23CC4(C2)[C@H](CN(C)[C@@H]4c2ccccc2)C3c2ccc(Cl)nc2)cc1 (stereo not given in full)	-3	-11	-19	-1	4	0.1	-1	3	-14	6
COc1ccc(C(=O)NCC(=O)OCC(=O)Nc2cc([N+](=O)[O-])ccc2F)cc1	0	-3	-3	8	10	0.0	8	1	-3	0
Cc1cnc(C(=O)OCc2c(C)cc(C(C)(C)C)cc2C)cn1	9	-8	-9	1	-17	0.2	7	1	8	17
Cc1cc(C(=O)NCCc2ccc(Cl)cc2)c(C)o1	5	2	-11	6	10	-0.1	4	1	-3	-7
